From PubChem BioAssay
Giardia FBPA inh – inhibitors of Giardia lamblia fructose-1,6-bisphosphate aldolase; purified Giardia FBPA; 0.71% of 290,000 active; Potency, µM (doses to about 59.6 µM), for the others: at the highest dose activity, negative = inhibition, most hits filed as inhibitors; A8B2U2; further: potency means the concentration at half of the fitted maximal effect; nearly all actives have a fitted effect of over 55% in size
Target sequence (A8B2U2 whole entry, looked up): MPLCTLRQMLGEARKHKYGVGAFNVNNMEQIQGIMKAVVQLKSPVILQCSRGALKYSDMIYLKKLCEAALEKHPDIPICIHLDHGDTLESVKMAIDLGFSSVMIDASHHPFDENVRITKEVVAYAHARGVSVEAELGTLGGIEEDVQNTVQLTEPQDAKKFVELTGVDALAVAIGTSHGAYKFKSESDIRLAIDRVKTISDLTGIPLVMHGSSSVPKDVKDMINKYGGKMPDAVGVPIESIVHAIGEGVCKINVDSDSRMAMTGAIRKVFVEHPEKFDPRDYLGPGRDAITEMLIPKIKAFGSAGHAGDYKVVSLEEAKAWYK
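Giardia FBPA (40 nM reagent) was preincubated 10 min at RT with compound (up to 57.5 uM final), then substrate plus GAPDH/TPI/NAD/arsenate coupling system with diaphorase/resazurin was added; resorufin fluorescence (525/598 nm) was read after 20 min.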
AMA1 RON2 block – inhibitors of Plasmodium falciparum AMA1-RON2 interaction; AlphaScreen AMA1-biotinylated RON2 peptide binding; Potency, µM (top dose mostly 58.2 µM), inactives show at the highest dose activity change, negative = inhibition, actives largely listed as inhibitors; 0.2% of 360,000 active; AID 720542;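 further: potency means the concentration at half of the fitted maximal effect; 0% = vehicle wells and -100% = peptide control; nearly all actives have a fitted effect of over 45% in size; some results filed as inactive show a strong effect at the top dose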
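AMA1 (3D7) with his tag at 25 nM final met compounds first, then biotinylated RON2 peptide at 25 nM; detection used donor plus acceptor beads, 10 µg/mL apiece, read by AlphaScreen after 30 min at room temperature.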
HCMV antiviral – human cytomegalovirus inhibition. HFF cells, HCMV-luciferase reporter, 72 h; hits give low values. activity change, negative = inhibition, % at 57.5 µM. 4.5% of 410,000 active; in the data active means activity change below about -60%; inconclusive means no clear call, values can overlap the other calls; inactive means above about -39%
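Two compound doses tested in HFFs infected with HCMV-luciferase, MOI 1 PFU/cell, 72 h at 37C. Lysate luminescence read with OneGlo; data normalized against buffer-only and 10uM Salinomycin inhibitor controls.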
Sm TGR block – blocks Schistosoma mansoni thioredoxin glutathione reductase; Potency, µM (doses to about 114 µM), for the others: at the highest dose activity change, negative = inhibition, usual class: inhibitors; Q962Y6; purified TGR, DTNB reduction, TNB absorbance 405 nm; 3% of 360,000 active; further: potency means the concentration at half of the fitted maximal effect; nearly all actives have a fitted effect of over 60% in size
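Kinetic colorimetric format: TGR-catalysed, NADPH-driven DTNB reduction monitored via TNB absorbance. Enzyme dispensed at 20 nM; compound exposure 15 min at room temperature before reaction start.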
AmpC detergent – AmpC beta-lactamase inhibition with detergent present; AmpC hydrolysis of nitrocefin, absorbance 480 nm, 0.01% Triton; AID 485294; Potency, µM (series often up to 114 µM), inactives show at the highest dose activity change, negative = inhibition, most hits filed as inhibitors; 0.041% of 370,000 active; P00811;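 further: potency means the concentration at half of the fitted maximal effect; 0% = no-compound wells and -100% = no-enzyme wells; nearly all actives have a fitted effect of over 25% in size; some results filed as inactive show a strong effect at the top dose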
Target sequence (P00811 whole entry, looked up): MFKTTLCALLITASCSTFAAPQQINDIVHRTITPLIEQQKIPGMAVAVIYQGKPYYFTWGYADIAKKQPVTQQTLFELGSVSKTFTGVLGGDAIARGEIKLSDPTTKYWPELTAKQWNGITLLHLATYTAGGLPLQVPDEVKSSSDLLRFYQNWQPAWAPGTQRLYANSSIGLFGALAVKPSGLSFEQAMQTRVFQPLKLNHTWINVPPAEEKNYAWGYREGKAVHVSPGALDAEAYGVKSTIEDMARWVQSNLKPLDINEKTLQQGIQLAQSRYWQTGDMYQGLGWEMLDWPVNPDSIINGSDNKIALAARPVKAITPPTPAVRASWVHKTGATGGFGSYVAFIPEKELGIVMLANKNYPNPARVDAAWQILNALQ
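AmpC (5.3 nM in the dispensed reagent) in 20 mM phosphate pH 7.0 with 0.01% (detergent screen) or 0.0001% Triton X-100 was preincubated with compounds for 15 min at room temperature. Nitrocefin was then added from an 800 uM solution, and hydrolysis was followed at 480 nm.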
AmpC inh no detg – blocks E. coli AmpC beta-lactamase in detergent-free assay; P00811; AmpC nitrocefin hydrolysis, absorbance 480 nm, 0.0001% Triton; Potency, µM (doses to about 57.1 µM), for inactives: at the top dose activity change, negative = inhibition, hits mostly inhibitors; 0.52% of 330,000 active;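 further: potency means the concentration at half of the fitted maximal effect; plate controls were no compound for no effect and no enzyme for full effect; nearly all actives have a fitted effect of over 20% in size; some results filed as inactive show a strong effect at the top dose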
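20 mM phosphate pH 7.0 + 0.01% (detergent screen) or 0.0001% Triton X-100; 5.3 nM AmpC reagent; cpd preinc 15 min RT; nitrocefin (800 uM stock) to start; A480 q20 s × 4 min; Activity was normalised to no-enzyme and no-compound control wells.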
Active calls of the source: *; ? = inconclusive; . = not tested or not shown; [ ] = another dose, or the depositor's remark. Unless noted, the call rests on the fitted dose curve; in most records, active means well fitted curve in the direction sought with a large enough effect; inconclusive means small, poorly fitted or top-dose-only effect, or another doubt; inactive means no such curve, though single readings can be large; an effect the other way counts as inactive or inconclusive. Unless noted, on the % scale 0 is the no-effect control and ±100 the full control effect.

Preview:
Molecule	Giardia FBPA inh	AMA1 RON2 block	HCMV antiviral	Sm TGR block	AmpC detergent	AmpC inh no detg
COc1cccc(-c2c(NC(=O)c3ccco3)n(-c3ccc(C)cc3)nc(C)c2=O)c1	1%	34%[activator]	-7	79µM*	?	-2%
CCOc1ccccc1NC(=O)NC1CC2CCCC(C1)N2Cc1nnnn1CCc1ccccc1 (stereo unspecified)	11%	-7%	61	12%	-3%	?
COc1ccc(CN(C)CC(=O)Nc2ccc(Cl)cc2F)c(OC)c1	?	-9%	-37	-2%	-2%	13%
CC1CC(CN)CC(CO)C1 (stereo unspecified)	-3%	-1%	-6	0%	-5%	-8%
O=C(CCNc1cccc(Cl)c1)c1cccs1	3%	14%	137	5.6µM*	1%	-26%
O=C(CSc1ccccc1)NC1CCCCCC1	7%	-6%	125	-24%	4%	-19%
O=C(c1ccc2n[nH]nc2c1)N1CCN(c2ccc(C(F)(F)F)cn2)CC1	.	76%[activator]	?	-4%	-18%	-21%
Cc1cc(C)cc(N2C(=O)CS(=O)(=O)C23C(=O)N(Cc2ccccc2)c2ccccc23)c1 (stereo unspecified)	.	.	-16	-1%	-1%	.
COC(=O)c1ccc(C(=O)NC2CCCN(Cc3ccc(Cl)cc3)C2)nc1 (stereo unspecified)	1%	60%[activator]	16	-1%	-25%	80%[activator]
CC(C)CC(=O)c1c[nH]c(C(=O)NCCc2ccccn2)c1	-9%	4%	25	39%[activator]	-8%	-12%
O=C(Nc1ccc(Cl)c(S(=O)(=O)N2CCOCC2)c1)c1ccc(Cl)nc1	.	5%	?	2%	-18%	-20%
O=C(NCc1ccco1)c1sc2cc(Cl)ccc2c1Cl	0%	4%	26	40µM*	-14%	-26%
CN1CCN(C(=O)C2=C[C@@H](c3coc4ccccc4c3=O)C[C@@H](OCCCCO)O2)CC1	0%	24%	4	-25%	-3%	19%
CN1CCC23c4c5ccc(O)c4O[C@@H]2[C@H](O)C=CC3C1C5 (stereo partly specified)	.	-1%	-30	.	.	-17%

Main list, from the start:
Molecule	Giardia FBPA inh	AMA1 RON2 block	HCMV antiviral	Sm TGR block	AmpC detergent	AmpC inh no detg
COc1cccc(-c2c(NC(=O)c3ccco3)n(-c3ccc(C)cc3)nc(C)c2=O)c1	1%	34%[activator]	-7	79µM*	?	-2%
CCOc1ccccc1NC(=O)NC1CC2CCCC(C1)N2Cc1nnnn1CCc1ccccc1 (stereo unspecified)	11%	-7%	61	12%	-3%	?
COc1ccc(CN(C)CC(=O)Nc2ccc(Cl)cc2F)c(OC)c1	?	-9%	-37	-2%	-2%	13%
CC1CC(CN)CC(CO)C1 (stereo unspecified)	-3%	-1%	-6	0%	-5%	-8%
O=C(CCNc1cccc(Cl)c1)c1cccs1	3%	14%	137	5.6µM*	1%	-26%
O=C(CSc1ccccc1)NC1CCCCCC1	7%	-6%	125	-24%	4%	-19%
O=C(c1ccc2n[nH]nc2c1)N1CCN(c2ccc(C(F)(F)F)cn2)CC1	.	76%[activator]	?	-4%	-18%	-21%
Cc1cc(C)cc(N2C(=O)CS(=O)(=O)C23C(=O)N(Cc2ccccc2)c2ccccc23)c1 (stereo unspecified)	.	.	-16	-1%	-1%	.
COC(=O)c1ccc(C(=O)NC2CCCN(Cc3ccc(Cl)cc3)C2)nc1 (stereo unspecified)	1%	60%[activator]	16	-1%	-25%	80%[activator]
CC(C)CC(=O)c1c[nH]c(C(=O)NCCc2ccccn2)c1	-9%	4%	25	39%[activator]	-8%	-12%
O=C(Nc1ccc(Cl)c(S(=O)(=O)N2CCOCC2)c1)c1ccc(Cl)nc1	.	5%	?	2%	-18%	-20%
O=C(NCc1ccco1)c1sc2cc(Cl)ccc2c1Cl	0%	4%	26	40µM*	-14%	-26%
CN1CCN(C(=O)C2=C[C@@H](c3coc4ccccc4c3=O)C[C@@H](OCCCCO)O2)CC1	0%	24%	4	-25%	-3%	19%
CN1CCC23c4c5ccc(O)c4O[C@@H]2[C@H](O)C=CC3C1C5 (stereo partly specified)	.	-1%	-30	.	.	-17%
COC(=O)c1ccccc1S(=O)(=O)NC(=O)c1ccccc1	9%	37%[activator]	-13	-2%	-10%	-21%
CC1CCC2(CC1)N=C(c1ccccc1)C(=O)N2CC(=O)Nc1ccc(F)c(Cl)c1 (stereo unspecified)	.	.	-96*	2%	1%	.
COCCNC(=O)C(c1ccco1)N(C(=O)Cn1nnc2ccccc21)c1cc(C)ccc1C (stereo unspecified)	6%	1%	-7	8%	?	66%[activator]
COc1cccc(-c2nc(S(=O)(=O)c3ccc(C)cc3)c(N3CCCCC3)o2)c1	.	.	-25	0%	8%	.
Cc1ccc([C@@H]2[C@@H]3C(=O)N(c4ccccc4)C(=O)[C@@H]3[C@]3(C)C(=O)N(Cc4ccccn4)CC(=O)N23)o1	5%	0%	-3	?	-16%	20%
Cc1ccc(S(=O)(=O)N(C)CCCC(=O)n2nc(C)cc2C)cc1	1%	3%	1	4%	-5%	-1%
Cc1nn(-c2ccccc2)c(OC(=O)c2cccc(Br)c2)c1S(=O)(=O)c1ccccc1	.	.	36	5%	9%	.
CC(C)(C)NC(=O)Cn1cc(S(=O)(=O)Cc2ccc(F)cc2)c2ccccc21	.	.	0	2%	16%	.
O=C(Nc1ncccc1O)c1ccc2c(c1)OCO2	.	24%	-8	-5%	-12%	-20%
O=C(Cn1nc(C(F)(F)F)c2c1CCCC2)Nc1cccc(Cl)c1	.	.	?	33%	4%	.
Cc1ccccc1NC(=O)N1CCC(C(=O)c2ccc(F)cc2)CC1	1%	-1%	-38	3%	7%	-8%
COc1cccc(Cn2c(=O)n(CC3CCC(C(=O)N4CCCCC4)CC3)c(=O)c3sccc32)c1 (stereo unspecified)	.	.	?	1%	15%	.
Cc1ccc(C(=O)CSc2nc3cc(C(=O)NC4CCCC4)ccc3c(=O)n2CC2CCCO2)cc1 (stereo unspecified)	.	.	-1	7%	-1%	.
COC(=O)c1ccc(S(=O)(=O)c2ccc(Cl)cc2)c(N)c1	-1%	24%	-29	8%	-25%	-24%
COc1ccc(CC(=O)OCC(=O)Nc2cccnc2Cl)cc1OC	7%	0%	17	-4%	4%	-8%[2.29 µM]
COc1ccccc1-c1coc2c(CN3CCN(C)CC3)c(O)ccc2c1=O	5%	-4%	-16	27%	?	-33%

Next part
Molecule	Giardia FBPA inh	AMA1 RON2 block	HCMV antiviral	Sm TGR block	AmpC detergent	AmpC inh no detg
CC(=O)c1cccc(NC(=O)CN2CCN(Cc3ccccc3)CC2)c1	?	20%	31	?	-2%	-10%
CC1(c2ccccc2)CC2CC(c3ccccc3)N1O2 (stereo unspecified)	3%	1%	32	4%	1%	-18%
O=C(O)C/C(=C\c1cc2c(cc1Br)OCO2)c1nc2ccccc2s1	13%	0%	-14	-7%	-4%	-21%
C=CCN(C(=O)CCC(=O)Nc1cc(C)on1)C(C(=O)NC(C)(C)CC)c1cccc(OC)c1OC (stereo unspecified)	.	-4%	37	-4%	3%	75%[activator]
COC(=O)c1cccc(N(CC(=O)NCC2CCCO2)C(=O)CCC(=O)Nc2cc(C)on2)c1 (stereo unspecified)	-5%	-7%	-14	-12%	-14%	-1%
CCc1ccc(CN(C)C(=O)c2cc(COc3cc(C)c(Cl)c(C)c3)on2)nc1	.	50%[activator]	-20	-14%	-1%	168%[activator]
C[C@]12CCC3C(CC[C@H]4C[C@H](OC(=O)c5cccnc5)CC[C@]34C)C1CCC2=O (stereo partly specified)	.	-6%	-35	.	.	2%
Cc1c(C(=O)N2CCC2)oc2c(F)cccc12	.	-2%	-19	.	.	-11%
O=C(O)CCCNc1cc(N2CCN(C(=O)c3ccco3)CC2)c2noc3c2c1C(=O)c1ccccc1-3	3.5µM*	-27%	-20	6.3µM*	1%	47%
Cc1cc(C)cc(NC(=O)COC(=O)CC2CCCC2)c1	.	2%	-35	4%	6%	-15%
COc1ccccc1Nc1nc(N)nc(CSC(=S)N2CCN(c3ccccc3)CC2)n1	-1%	-24%	7	5%	-3%	0%
Cc1nn(-c2ccccc2)nc1C(=O)Oc1cc(C(F)(F)F)nn1-c1ccccc1	1%	0%	-33	4%	9%	-35%
CC(C)CNC(=O)C(=O)Nc1c2c(nn1-c1ccc(Cl)cc1)CSC2	.	.	-21	-9%	-3%	.
CCOC(=O)[C@@H]1[C@H]2COc3cc(OC)ccc3[C@@H]2N2C(=O)N(c3ccc(Br)cc3)C(=O)[C@@]12C	-3%	-7%	-16	12%	-7%	37%
CCCCC1=CC2=CC(=O)C(C)(OC(=O)CC)C(=O)C2=CN1C(CO)CO (stereo unspecified)	?	10%	-8	-30%	2%	23%
Cc1ccccc1Nc1nc(NCc2ccco2)c2ccccc2n1	1%	?	?	-31%	-5%	-35%
COC(=O)C1=CO[C@@H](O[C@@H]2O[C@H](CO)[C@@H](O)[C@H](O)[C@H]2O)C2C(CO)=CCC12 (stereo partly specified)	6%	-4%	-3	.	.	-9%
COc1cc([N+](=O)[O-])cc(/C=C2/SC(=S)N(Cc3ccccc3)C2=O)c1O	-7%	-17%	-88*	-33%	7%	-60%
C/C=C/c1ccc(OCCCNC)c(OC)c1	-27%	-4%	12	?	0%	22%
Cn1cc(CNC(=O)COc2ccc(Cl)cc2Cl)cn1	3%	-9%	18	2%	8%	-2%
Cc1c(N=c2scc(-c3ccccc3)n2CCO)c(=O)n(-c2ccccc2)n1C	3%	-4%	33	8%	1%	25%
CCc1c(C)nc(Nc2nc(C)c3ccc(OC)cc3n2)[nH]c1=O	-2%	9%	19	2%	-5%	-12%
CC1=C(C(=O)Nc2ccccn2)C(c2ccc(Cl)cc2)NC(=S)N1 (stereo unspecified)	3%	2%	27	5%	-14%	-36%
Cc1ccc(S(=O)(=O)N2CCC(C(=O)NNC(=O)c3cccnc3)CC2)cc1	1%	-5%	20	10%	5%	1%
CCC1CCC(C(=O)NC(C(=O)Nc2ccc3c(c2)OCCO3)C(C)C)CC1 (stereo unspecified)	8%	9%	14	-23%	-5%	-5%
Cc1noc(C)c1NC(=O)Nc1cccc2c1O[C@H](CN(C)S(=O)(=O)c1c(C)noc1C)[C@@H](C)CN([C@H](C)CO)C2=O	.	8%	-20	.	.	44%

The order is random (roughly 7.8% active in at least one column).
